DT40 TDP1 no CPT: qHTS for Inhibitors of human tyrosyl-DNA phosphodiesterase 1 (TDP1): qHTS in cells in absence of CPT; actives 15% (n = 420,000); Potency, µM (doses to about 46.2 µM), inactives show at the highest dose activity change, negative = growth inhibition, usual class: inhibitors; AID 686978, 2013; DT40 Tdp1-/- hTDP1 cells, no CPT, ATP luminescence, 48 h; active means well fitted inhibition curve with a large enough effect; inconclusive means small, poorly fitted or top-dose-only effect; further: nearly all actives have a fitted effect of over 55% in size
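Chicken DT40 Tdp1-/- cells stably complemented with human TDP1 were seeded at 400 cells/well with DMSO in place of 20 nM camptothecin. After compound pinning, cells grew at least 48 hr at 37 °C; viability read by CellTiter-Glo luminescence.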
* hit, by the source's call; u = inconclusive. On the % scale 0 is the no-effect control and ±100 the full control effect; potency means the concentration at half of the fitted maximal effect. An excerpt; count on the stated rates, not on these rows.

SMILES	DT40 TDP1 no CPT
CN=C1SC(CC(=O)Nc2ccc(C(C)=O)cc2)C(=O)N1C (centres undefined)	u
O=C(Nc1ccccc1)OCCN1CCOCC1	-7%
Cc1ccc(S(=O)(=O)NC(=O)C2(C)CCN2C(=O)C2(c3ccc(Cl)cc3)CCC2)nc1 (centres undefined)	-29%
COC(=O)c1cc(CNC(=O)c2cnsn2)cc(NC(=O)c2ccccc2OC)c1	u
CCOC(=O)C1(C)CCCN1C(=O)c1ccc(C(=O)OC)cc1 (centres undefined)	-27%
COC(=O)CC(NC1CCN(c2nc(C)c3cc4c(cc3n2)CCC4)CC1)C(=O)OC (centres undefined)	2%
COc1ccc(C(C(=O)NC2CCCC2)n2c(C3CCN(C(C)=O)CC3)nc3ccccc32)cc1 (centres undefined)	-16%
N#Cc1ccc(Nc2nc(-c3ccccc3)c(C(=O)c3ccccc3)s2)cc1	23µM*
COC(=O)/C=C1\OCc2cccc(C)c21	20%
Cn1c(=O)[nH]c(=O)c2c1nc(Br)n2Cc1ccc(Cl)cc1	u
COCCNc1nc(NCc2cccc(OC)c2)c2sccc2n1	18µM*
COc1ccc(Cl)cc1CNC[C@H]1O[C@@H](n2ccc(N)nc2=O)[C@H](O)[C@@H]1O	9%
CCOC(=O)c1sc(N2C(=O)c3oc4ccc(F)cc4c(=O)c3C2c2ccc(C)cc2)nc1C (centres undefined)	-5%
Nc1ccc(/C=C/c2ccnc3ccccc23)c(N)c1	u
CCOC(=O)c1ccc(NC(=O)c2c(N)n(C)c(=O)[nH]c2=O)cc1	0%
CCc1nc2c(OCc3ccc(C(=O)N(C)C)cc3)cccn2c1N(C)C(=O)Nc1ccccc1OC	u
Cc1c(C(=O)NCc2ccc(Cl)c(Cl)c2)sc(=O)n1Cc1cccc(F)c1	u
CCCc1cc(CN(C)C(=O)c2ccc(OC3CCN(C(C)=O)CC3)c(OC)c2)[nH]n1	-4%
CC(O)(c1cccc(F)c1)c1nc(-c2cnc3ccccc3c2)cs1 (centres undefined)	13µM*
COc1ccc(Cl)cc1C=CC=NNC(=O)c1ccncc1	-17%

Entries from the list above containing fluorine:
SMILES	DT40 TDP1 no CPT
CCOC(=O)c1sc(N2C(=O)c3oc4ccc(F)cc4c(=O)c3C2c2ccc(C)cc2)nc1C (centres undefined)	-5%
Cc1c(C(=O)NCc2ccc(Cl)c(Cl)c2)sc(=O)n1Cc1cccc(F)c1	u
CC(O)(c1cccc(F)c1)c1nc(-c2cnc3ccccc3c2)cs1 (centres undefined)	13µM*

Carrying on.
SMILES	DT40 TDP1 no CPT
COCCCN1C(=O)C(CC(=O)NC(c2ccccc2)c2ccccc2)CC(C(=O)N2CCCCCC2)=C1C (centres undefined)	u
CCN(CC)C(=O)C1=C(C)N(Cc2ccc(C(C)(C)C)cc2)C(=O)C(CC(=O)NC2CC2)C1 (centres undefined)	-19%
Cc1ccc(-c2nc3c(Cl)cc(C(F)(F)F)cn3c2Cc2ccccc2)cc1	u
CCCCn1c(=NC(C)=O)c(C#N)cc2c(=O)n3cccc(C)c3nc21	18µM*
Nc1ncnc2c1ccn2[C@H]1CN(Cc2ccc(Cl)cc2)C[C@@H](CO)O1	13µM*
CCCCN(C)S(=O)(=O)c1cc2c(cc1Br)CCN2C(=O)C1CC1	3.7µM*
COc1ccc(-c2coc3c(C(=O)N4CCN(C)CC4)cccc23)c(C)c1	u
Cc1ccc(NC(=S)N2CCN(Cc3ccc4c(c3)OCO4)CC2)c(C)c1	-18%
CCNC(=O)C1(C)CCN(C(=O)c2ccc(C(F)(F)F)cc2)C1 (centres undefined)	-1%
COc1ccccc1CNCc1ccc2c(c1)OCO2	u
Cc1ccc2c(C(=O)CNc3nccs3)c[nH]c2c1	u
O=C(O)c1ccc(CSc2nc3c(c(=O)[nH]2)CCC3)cc1	-9%
Nc1nc(SCc2ccccc2)c2ncn(C3OC(CO)C(O)C3O)c2n1 (centres undefined)	-17%
CNC[C@@H]1Oc2cc(Br)ccc2S(=O)(=O)N([C@@H](C)CO)C[C@H]1C	u
c1ccc(COc2ncnc3c2ncn3CCCN2CCN(c3ncccn3)CC2)cc1	u
COc1cc2c(cc1[N+](=O)[O-])-c1ccc([N+](=O)[O-])cc1C2=NO	15µM*
CCNC(=O)C1(C)CCCN(C(=O)/C=C/c2ccccc2)C1 (centres undefined)	-1%
COc1ccc(CCC(=O)N2c3ccccc3N=C(c3ccc(C(F)(F)F)cc3)C2C(=O)NC(C)C)cc1 (centres undefined)	u
Cc1ccnc2c(Cl)c(Cl)ccc12	-26%
O=c1ccc(-c2nc3ccccc3n2C(CCc2ccccc2)c2nc3ccccc3[nH]2)c[nH]1 (centres undefined)	u
COc1cc(C(O)c2nc(-c3cncnc3)cs2)ccc1F (centres undefined)	-18%
C[C@@H]1NS(=O)(=O)c2cc(Cl)ccc2O[C@@H]1c1ccccc1	-12%
COc1ccc(-c2oc3ccc(N4CCOCC4)cc3c2C#Cc2ccc(N)cc2)cc1	6.5µM*
CCOC(=O)C1=C(COC(=O)c2ccc(Cl)nc2)NC(=O)NC1C (centres undefined)	1%
O=C(c1ccccc1F)N1CCC2CC1c1cc(N3CCCCC3)ccc12 (centres undefined)	18µM*
N#Cc1ccc(S(=O)(=O)NC[C@H]2O[C@@H](n3ccc(N)nc3=O)[C@H](O)[C@@H]2O)cc1	8%
COc1ccc(OC)c(CN2CCN(C(=O)c3cccc(S(=O)(=O)N(C)c4ccccc4)c3)CC2)c1	13µM*
Nc1nccc2c1ncn2C1OC(CO)C(O)C1O (centres undefined)	5.8µM*
CCCCOCCCNC(=O)C[C@@H]1C[C@@]2(C(=O)OCC)CCC=C2N(CCC2=CCCCC2)C1=O	u
Cc1cccc(C)c1NC(=O)C(C1CC1)n1c(=O)c(-c2cc3ccccc3[nH]2)nc2ccccc21 (centres undefined)	u
CCCCCCCCCCCCCCCCCCN(CCCCCCCCCCCCCCCCCC)c1ccccc1	4%
C[C@H]1CN([C@@H](C)CO)C(=O)CCCn2nncc2CO[C@@H]1CN(C)C(=O)Nc1cccc2ccccc12	1%
CCCCOCCCNC(=O)C[C@@H]1C[C@@]2(C(=O)OC)CC(C)(C)CC=C2N(Cc2ccco2)C1=O	23µM*
Cn1c(SCc2ccccc2F)nc2ccccc2c1=O	u
Cc1cc(C)cc(Cn2cc(CN3CC(N4CCCC4)CS3(=O)=O)nn2)c1 (centres undefined)	2%
COC(=O)C[C@@H]1CC[C@H](NC(=O)c2ccccc2)[C@@H](CO)O1	-3%
O=C(CCCN1C(=O)/C(=C\c2cccc(Br)c2)SC1=S)Nc1ccc(C(=O)O)cc1	-16%
N#Cc1ccccc1S(=O)(=O)N1CCN(Cc2cccs2)CC1	-16%
COC(=O)c1ccccc1NC(=O)CCCOc1cc(=O)n(C)c2ccccc12	u
Cc1onc(-c2ccccc2)c1C(=O)NC1CCCCC1C (centres undefined)	-14%
CCOC(=O)N1CCN(C(=O)c2ccc(-c3ccccc3OC)nc2N2CCC(N3CCCC(CO)C3)CC2)CC1 (centres undefined)	-18%
CN(C)CCNc1ncnc2c1ncn2[C@H]1CN(Cc2ccccc2)C[C@@H](CO)O1	-23%
CCOC(=O)C(CO)NC(=O)C1(NC(C)=O)CCCC1 (centres undefined)	18%
COC(=O)c1ccc(CSc2ccc3nnc(-c4ccc(OC)c(OC)c4)n3n2)o1	10µM*
Nc1ncnc2c1ncn2[C@@H]1O[C@H](C(=O)N2CCC(F)(F)CC2)[C@@H](O)[C@H]1O	-17%
N#Cc1ccc2c(c1)nnn2-c1ccccc1	-1%
C(=C\c1ccnc2ccccc12)/c1ccc(N2CCNCC2)cc1	14µM*
COc1cc(C=CC(=O)N2CCN(CC(=O)N3CCCC3)CC2)cc(OC)c1OC	-26%
OC(c1ccccn1)C(O)c1ccccn1 (centres undefined)	-13%
CNc1ccc(C=O)cc1Br	-23%

Some of the entries so far, with bars between the fields:
smiles | DT40 TDP1 no CPT
OC(c1ccccn1)C(O)c1ccccn1 (centres undefined) | -13%
CNc1ccc(C=O)cc1Br | -23%

Next compounds:
SMILES	DT40 TDP1 no CPT
O=C(Cc1ccc(Br)cc1)NCCc1ccccc1	-20%
COC(=O)c1ccc2nc(-c3cccc(Cl)c3)c(Cc3ccccc3OC)n2c1	23µM*
Cn1c(=O)c2cc(NC(=O)NCCc3ccccc3)ccc2n1Cc1cccc(C(F)(F)F)c1	23µM*
CC12CCCCC1C(C(N)=O)C(=O)O2 (centres undefined)	3%
COc1ccccc1NS(=O)(=O)c1cc(NC(=O)CN2C(=O)NC3(CCCCC3)C2=O)ccc1C	u
N#Cc1ccc(OCC(=O)NCCCN2CCCC2=O)cc1	-1%
Nc1cccc2c(O)cc(S(=O)(=O)O)cc12	0%
Cc1cn(CC(=O)NCCNc2ccc([N+](=O)[O-])cn2)c(=O)[nH]c1=O	1%
O=C1CCC2(CCCC2)c2ccccc21	5%
Cc1cccc2c1CCCC2=O	-11%

Three neighbouring entries already listed, quoted:
SMILES	DT40 TDP1 no CPT
CN=C1SC(CC(=O)Nc2ccc(C(C)=O)cc2)C(=O)N1C (centres undefined)	u
O=C(Nc1ccccc1)OCCN1CCOCC1	-7%
Cc1ccc(S(=O)(=O)NC(=O)C2(C)CCN2C(=O)C2(c3ccc(Cl)cc3)CCC2)nc1 (centres undefined)	-29%

Continued:
SMILES	DT40 TDP1 no CPT
COc1ccc(NC(=O)C2(C)CCN2Cc2ccc(C(C)C)cc2)cc1OC (centres undefined)	23µM*
CC1=CC(c2ccc(Cl)cc2)n2ncnc2N1 (centres undefined)	-1%
CC1=Nc2ccccc2/C1=C/c1ccc(N(C)C)cc1	18µM*
O=C(c1[nH]c(C(F)(F)F)nc1-c1ccccc1)N1CCN(c2c(Cl)cncc2Cl)CC1	u
COc1ccc(CN2C(=O)C(CC(=O)NCCN3CCOCC3)CC(C(=O)N(C)C)=C2C)cc1 (centres undefined)	-6%
CC(C)c1cc(C(=O)OCC(=O)NC2CCS(=O)(=O)C2)c(O)c(C(C)C)c1 (centres undefined)	u
CC1CCCCN1CCNC(=O)c1ccc2c(c1)N(Cc1cccc(Cl)c1)C(=O)c1ccccc1S2(=O)=O (centres undefined)	u
CCC[C@H]1CN(Cc2cccnc2)C(=O)[C@@H]1CC(=O)Nc1ccc(Br)cc1	u
COc1ccc(C)cc1NS(=O)(=O)c1ccccc1	u
O=C(Nc1ccccc1)N1CCN(c2ccccc2)CC1	-15%

Among those listed so far, these contain an aryl thioether with sulfur outside any ring:
SMILES	DT40 TDP1 no CPT
O=C(O)c1ccc(CSc2nc3c(c(=O)[nH]2)CCC3)cc1	-9%
Nc1nc(SCc2ccccc2)c2ncn(C3OC(CO)C(O)C3O)c2n1 (centres undefined)	-17%
Cn1c(SCc2ccccc2F)nc2ccccc2c1=O	u
COC(=O)c1ccc(CSc2ccc3nnc(-c4ccc(OC)c(OC)c4)n3n2)o1	10µM*

Carrying on:
SMILES	DT40 TDP1 no CPT
COc1cc(/C=C2/SC(=S)N(CCC(=O)Nc3cccnc3)C2=O)cc(OC)c1OC	u
COc1ccc(CN(C)C(=O)C(CCSC)NS(=O)(=O)c2ccc3c(c2)OCCO3)c(OC)c1OC (centres undefined)	u
CO[C@@H]1[C@@H](O[C@@H]2O[C@H](C)[C@@H](O[C@H]3C[C@@](C)(O)[C@@H](OC(=O)CC(C)C)[C@H](C)O3)[C@H](N(C)C)[C@H]2O)[C@@H](CC=O)C[C@@H](C)[C@@H](O)/C=C/C=C/C[C@@H](C)OC(=O)C[C@H]1O	6µM*
COc1cc(OC)c(OC)cc1CN1CCC(n2cc(C(=O)N3CCCCC3)nn2)CC1	-8%
O=C(Nc1ccccc1-c1cn2c(CN3CCNCC3)csc2n1)c1cnc2ccccc2n1	5.6µM*
CC1(C(=O)NS(=O)(=O)c2ccc(C#N)cc2)CCN1C(=O)CCc1ccc(Cl)cc1Cl (centres undefined)	-8%
COc1ccc(C(C#N)=C2C=CC(=NO)c3ccccc32)cc1	0.82µM*
CC(C)(C)NC(=O)C1c2ccccc2OCC(=O)N1CCCN1CCOCC1 (centres undefined)	2%
Cc1ccc(S(=O)(=O)NC(=O)Cn2nnc(-c3ccccc3)c2COc2ccc3ccccc3c2)cc1	-5%
Cc1ccc(CC2(C)C(=O)Nc3c(Cl)cccc32)cc1 (centres undefined)	u
Cc1cc(F)ccc1-c1cc(C(=O)NCc2ccc(C(F)(F)F)cc2)[nH]n1	-26%
Cc1ccc2c(CN3CCN(c4ccc(Cl)c(Cl)c4)CC3)cc(=O)oc2c1	u
CC(=O)c1ccc(-c2cnc3c(NC=O)cc(-c4ccc(N5CCN(C)CC5)cc4)cn23)cc1	21µM*
O=C(NCc1ccccc1)C1c2ccccc2OCC(=O)N1Cc1ccccc1 (centres undefined)	12µM*
Cc1cc2c(cc1C)N[C@]1(C[C@H]3CCCC(=O)N4CC[C@@H](C1)[C@@H]34)C(=NC1CCCCC1)N2	-25%
Cn1c(SCC(=O)NCCC2=CCCCC2)nnc1C(F)(F)F	-2%
Cc1ccc(C)c(N2CCN(C(c3ccccc3)c3nnnn3C(C)(C)C)CC2)c1 (centres undefined)	18µM*
CN(C(=O)c1ccc(NC(=O)Cc2cccc(NC(=O)C3CCN(C(=O)C4CC4)CC3)c2)cc1)C1CC1	-15%
COc1ccc(OCC(=O)N/N=C/c2cccc3cccnc23)cc1	u
Cc1cc[n+](CCC2CCCCC2)c2ccccc12	0.89µM*
COc1ccc(CCCNC(=O)C2(C)Cc3c(-c4ccc(NC(C)=O)cc4)ccnc3O2)cc1 (centres undefined)	26µM*
Cc1cc(C)c(S(=O)(=O)N2CCOC23CCN(S(C)(=O)=O)CC3)c(C)c1	u
Cc1cc(Br)cn2c(Cc3cccc(F)c3)c(C3CCCCC3)nc12	u
